# AMA1-RON2 inh: qHTS for Inhibitors of AMA1-RON; Towards Development of Antimalarial Drug Lead: Primary Screen; Plasmodium falciparum AMA1 (3D7) - RON2 peptide interaction; AlphaScreen AMA1-biotinylated RON2 peptide binding; Potency, µM (series often up to 58.2 µM), for inactives: at the highest dose activity change, negative = inhibition, hits mostly inhibitors; hit rate 0.2% among 360,000; AID 720542, 2013;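 also: potency is read from the fitted curve at half-maximal effect; 0% = vehicle wells and -100% = peptide control; nearly all actives have a fitted effect of over 45% in size; some results filed as inactive show a strong effect at the top dose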
#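 AMA1 (3D7) with his tag at 25 nM final met compounds first, then biotinylated RON2 peptide at 25 nM; detection used donor plus acceptor beads, 10 µg/mL apiece, read by AlphaScreen after 30 min at room temperature.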
# HCMV inh: qHTS Assay for inhibitors of the human cytomegalovirus (HCMV) | HFF cells, HCMV-luciferase reporter, 72 h; hits give low values | activity change, negative = inhibition, % at 57.5 µM | hit rate 4.5% among 410,000 | AID 1259415, 2018; in the data active = activity change below about -60%; inconclusive = no clear call, values can overlap the other calls; inactive = above about -39%
#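 Compounds were evaluated in HFFs infected with an HCMV luciferase reporter virus (MOI 1 PFU/cell). Luciferase in lysates collected 72 h post infection served as the replication measure.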
# AmpC inh detg: qHTS Inhibitors of AmpC Beta-Lactamase (assay with detergent); P00811; AmpC hydrolysis of nitrocefin, absorbance 480 nm, 0.01% Triton; Potency, µM (top dose mostly 114 µM), without a hit: top-dose activity change, negative = inhibition, actives largely listed as inhibitors; hit rate 0.041% among 370,000;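 also: potency is read from the fitted curve at half-maximal effect; 0% = no-compound wells and -100% = no-enzyme wells; nearly all actives have a fitted effect of over 25% in size; some results filed as inactive show a strong effect at the top dose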
# Target sequence (P00811 whole entry, looked up): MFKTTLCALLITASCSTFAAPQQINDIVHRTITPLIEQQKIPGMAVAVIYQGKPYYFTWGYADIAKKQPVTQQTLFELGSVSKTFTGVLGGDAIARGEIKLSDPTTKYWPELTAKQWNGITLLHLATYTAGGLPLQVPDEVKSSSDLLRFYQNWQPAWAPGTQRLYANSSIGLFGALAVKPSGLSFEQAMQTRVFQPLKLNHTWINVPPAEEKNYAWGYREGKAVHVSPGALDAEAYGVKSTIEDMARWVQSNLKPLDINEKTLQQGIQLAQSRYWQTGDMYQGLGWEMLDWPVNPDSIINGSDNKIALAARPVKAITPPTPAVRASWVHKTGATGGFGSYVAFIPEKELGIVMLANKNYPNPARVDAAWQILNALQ
#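 AmpC (5.3 nM in the dispensed reagent) in 20 mM phosphate pH 7.0 with 0.01% (detergent screen) or 0.0001% Triton X-100 was preincubated with compounds for 15 min at room temperature. Nitrocefin was then added from an 800 uM solution, and hydrolysis was followed at 480 nm.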
# HCV inh: qHTS Assay for Inhibitors of Hepatitis C Virus (HCV). Huh7.5.1 HCVcc-Cre infection, luciferase reporter, 44 h. Potency, µM (series often up to 41.8 µM), for the others: at the top dose activity change, negative = inhibition, usual class: inhibitors. hit rate 3.4% among 340,000; also: potency is read from the fitted curve at half-maximal effect
#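 Cells seeded at 1,000/well and cultured 4 h, then compounds added followed by HCVcc-Cre virus (~0.5 moi). After 44 h further culture, luciferase substrate was added, plates held 15 min at room temperature, and luminescence read for 15 sec.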
# Giardia FBPA inh: qHTS Assay for Inhibitors of Fructose-1,6-bisphosphate Aldolase from Giardia Lamblia; A8B2U2; purified Giardia FBPA; Potency, µM (series often up to 59.6 µM), for inactives: at the highest dose activity, negative = inhibition, hits mostly inhibitors; hit rate 0.71% among 290,000; also: potency is read from the fitted curve at half-maximal effect; nearly all actives have a fitted effect of over 55% in size
# Target sequence (A8B2U2 whole entry, looked up): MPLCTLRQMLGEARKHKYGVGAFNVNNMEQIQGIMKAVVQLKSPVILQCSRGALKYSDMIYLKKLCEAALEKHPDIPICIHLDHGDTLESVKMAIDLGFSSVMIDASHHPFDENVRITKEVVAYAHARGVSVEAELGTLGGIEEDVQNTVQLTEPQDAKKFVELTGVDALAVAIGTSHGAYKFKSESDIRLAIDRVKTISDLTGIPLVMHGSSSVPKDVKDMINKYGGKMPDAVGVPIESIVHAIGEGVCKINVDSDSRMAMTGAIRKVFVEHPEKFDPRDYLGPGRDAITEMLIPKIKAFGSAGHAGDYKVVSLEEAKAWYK
#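 40 nM FBPA preincubated 10 min at RT with compound (up to 57.5 uM final), then substrate plus GAPDH/TPI/NAD/arsenate coupling and diaphorase/resazurin added. Fluorescence read after 20 min at RT, 525/598 nm.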
# Sm TGR inh: qHTS Assay for the Inhibitors of Schistosoma Mansoni Peroxiredoxins | Schistosoma mansoni thioredoxin glutathione reductase (TGR), Q962Y6 | purified TGR, DTNB reduction, TNB absorbance 405 nm | Potency, µM (titrated, usually from 114 µM), inactives show at the top dose activity change, negative = inhibition, actives largely listed as inhibitors | hit rate 3% among 360,000 | AID 485364, 2010; also: potency is read from the fitted curve at half-maximal effect; nearly all actives have a fitted effect of over 60% in size
#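 First, TGR (20 nM dispensed) and NADPH were mixed with compound. Second, a 15 min room-temperature incubation followed. Third, further NADPH and then DTNB were added to start the reaction. Finally, TNB absorbance was monitored kinetically.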
# Starred values were filed as active, the others as inactive; ? = inconclusive; . = not tested or not shown; & = joins results of further samples; [ ] = remark or other dose. Unless noted, calls follow the shape of the dose curve; as a rule, active = well fitted curve in the direction sought with a large enough effect; inconclusive = small, poorly fitted or top-dose-only effect, or another doubt; inactive = no such curve, though single readings can be large; an effect the other way counts as inactive or inconclusive. Unless noted, % is scaled to controls: 0 for no effect and ±100 for the full control effect.
# Key to letters: A = AMA1-RON2 inh; B = HCMV inh; C = AmpC inh detg; D = HCV inh; E = Giardia FBPA inh; F = Sm TGR inh
Cc1ccccc1C(=O)OC1OC(=O)C(Cl)=C1Nc1ccc(C(=O)O)cc1 (stereo not given)
  A = -2%	B = -30	C = 1.3µM*	D = 15%	E = -3%	F = -18%
CC(C)n1c(O)c(N=NC(=O)CNC(=O)c2cccnc2)c2ccccc21
  A = 7%	B = 5	C = -1%	D = -1%	E = .	F = 2%
CCOC(=O)N1CCN(C(=O)/C=C/c2c(C)nn(-c3ccc(F)cc3)c2Cl)CC1
  A = -15%	B = ?	C = 4%	D = -22%	E = 2%	F = 3%
C#Cc1ccc(CN2CCN(CCc3ccccc3)C(CCO)C2)cc1 (stereo not given)
  A = -30%	B = 22	C = ?	D = -18%	E = 4%	F = -5%
C[C@H](CO)N1C[C@H](C)[C@@H](CN(C)CC2CC2)Oc2c(NC(=O)C3CC3)cccc2C1=O
  A = 10%	B = 6	C = .	D = 25%[8.37 µM]	E = .	F = .
CC(C)[C@H](NC(=O)[C@@H]1Cc2ccccc2CN1C(=O)OC(C)(C)C)C(=O)NCC1CCCO1 (stereo not given in full)
  A = 12%	B = -6	C = 1%	D = 7%	E = 2%	F = -3%
COC(=O)c1sc2nc(CN3CCOCC3)nc(N3CCOCC3)c2c1C
  A = 17%	B = 1	C = -12%	D = ?	E = -9%	F = ?
Cc1ccccc1NC(=O)C(=Cc1ccc(C(=O)O)cc1)C(=O)Nc1ccccc1C
  A = 4%	B = -99*	C = 1%	D = ?	E = 10%	F = -8%
Cc1cc(NS(=O)(=O)c2ccc(NC(=O)COc3ccc(Br)cc3)cc2)nc(C)n1
  A = 1%	B = 42	C = -6%	D = 18%	E = -15%	F = -5%
CCCn1c2ccc(F)cc2c2nnc(SCCN3CCOCC3)nc21
  A = 16%	B = 3	C = 6%	D = ?	E = 7%	F = -1%
CCCSc1nc2sc3c(c2c(=O)n1-c1cccc(Br)c1)CC(C)(C)OC3
  A = .	B = 0	C = 15%	D = .	E = .	F = 8%
COc1ccc(S(=O)(=O)NC(C(=O)NCCc2ccccn2)C(C)C)cc1 (stereo not given)
  A = -8%	B = -66*	C = 0%	D = 21%	E = 2%	F = 8%
CC(C)CC(=O)Nc1nnc(SCC(=O)Nc2ccc3c(c2)OCO3)s1
  A = 8%	B = 11	C = -4%	D = -2%	E = 3%	F = -9%
CCc1ccc2ncc3c(-c4ccc(F)cc4)nn(CC(=O)NC4CCCCC4)c3c2c1
  A = .	B = 2	C = 14%	D = .	E = .	F = 7%
CC(=O)c1ccc(OC(=O)c2ccc(Br)o2)cc1
  A = 37%[activator]	B = 50	C = -7%	D = 13%	E = -4%	F = -14%
c1ccc([C@H]2CNCCN2CCc2cccc3ccccc23)cc1
  A = 3%	B = 2	C = .	D = ?	E = .	F = .
CC1(C)C(=O)OC(c2cccs2)C2(CCCCC2)C1=O (stereo not given)
  A = 9%	B = -4	C = 2%	D = 10%	E = -5%	F = -1%
Cc1ccc2nc(SCC(=O)NC3CCCC3)nc(=O)n2c1
  A = -7%	B = 7	C = ?	D = -12%[8.37 µM]	E = .	F = 6%
O=c1oc2ccccc2c(N2CCCC2)c1[N+](=O)[O-]
  A = -1%	B = -94*	C = 6%	D = 0%	E = 5%	F = 3%
COc1cccc(C(=O)N2c3ncnn3C3(CCCCC3)[C@@H]3CCCC[C@@H]32)c1
  A = .	B = -6	C = 24%	D = .	E = .	F = 15%
C[C@]12C[C@H](O)[C@@H](O)CC1=CCC1C2CC[C@@]2(C)C1CC[C@@H]2O (stereo not given in full)
  A = -2%	B = 18	C = .	D = 1%	E = .	F = .
Cc1cc(NC(=O)c2cc(C3CC3)on2)n(-c2ccccc2)n1
  A = 8%	B = 11	C = ?	D = 11%	E = 8%	F = -9%
Cc1ccccc1CSc1ncc(Cl)c(C(=O)NCc2ccccc2)n1
  A = .	B = -18	C = 23%	D = .	E = .	F = 8%
CN(Cc1nccs1)C(=O)c1ccc(OC2CCN(Cc3ccccn3)CC2)cc1
  A = 19%	B = ?	C = ?	D = -5%	E = 11%	F = 0%
O=c1ccc2cc(S(=O)(=O)Nc3ccc(OC(F)(F)F)cc3)ccc2[nH]1
  A = .	B = -23	C = 5%	D = .	E = .	F = 5%
CCN1C(=O)CC(NCc2ccc3c(c2)OCO3)C1=O (stereo not given)
  A = -6%	B = 24	C = -8%	D = .	E = 0%	F = -22%
CC1CCc2nc3ccc(S(=O)(=O)N4CCC(C(=O)O)CC4)cc3c(C(=O)O)c2C1 (stereo not given)
  A = 28%	B = 38	C = -9%	D = 1%	E = -24%	F = -25%
Cc1ccc(-c2ccc(CCC(=O)O)n2C(C)C)cc1
  A = -9%	B = -19	C = -11%	D = -3%	E = 7%	F = 25µM*
Cc1cc(=O)[nH]c(=S)[nH]1
  A = 24%	B = 16	C = -7%	D = 6%	E = ?	F = 3%
CC(=O)Nc1ccc(NC(=O)CN2CCN(c3cccc(C(F)(F)F)c3)CC2)cc1
  A = -11%	B = .	C = -13%	D = 19%	E = 2%	F = 0%
O=C(CN1C(=O)COc2ccc(S(=O)(=O)NC3CCCC3)cc21)Nc1ccc(F)c(Cl)c1
  A = .	B = -25	C = 11%	D = .	E = .	F = -3%
O=C(C[C@@H]1C/C=C\C[C@@H](Cc2ccc(F)cc2)C(=O)OC[C@H]2CCCN2C1=O)N[C@H](CO)Cc1ccccc1
  A = 11%	B = 0	C = .	D = 0%	E = .	F = .
O=C(Nc1ccc(Br)cc1F)c1ncoc1-c1ccco1
  A = .	B = 10	C = 2%	D = .	E = .	F = -15%
O=C1/C(=C\c2cccs2)SC(=S)N1C1CCS(=O)(=O)C1 (stereo not given)
  A = -20%	B = -24	C = 1%	D = -7%	E = 6%	F = -26%[57.1 µM]
Cc1ccc(NC(=O)COC(=O)Cn2c(C)csc2=O)cc1C
  A = 5%	B = 18	C = 2%	D = 5%	E = 4%	F = 1%
COC(=O)C1=CN(Cc2ccc(OC)c(OC)c2)C=C(C(=O)OC)C1c1ccc(O)cc1
  A = -3%	B = 20	C = -6%	D = 23%	E = -4%	F = 0%
Cc1cc(C)c(NC(=O)CSc2nc3ccccc3nc2N2CCCCC2)c(C)c1
  A = .	B = -3	C = 30%	D = .	E = .	F = -5%
O=C(COC(=O)[C@@H]1CCCN1C(=O)c1cccs1)Nc1ccc(F)cc1[N+](=O)[O-]
  A = 10%	B = -33	C = -20%	D = 12%	E = 0%	F = -6%
Nc1cc2ccncc2c2ccccc12
  A = -2%	B = -96*	C = -4%	D = -25%	E = ?	F = 0%
COc1cccc(-c2csc(-c3c(N)c(C(=O)c4ccc5c(c4)OCO5)n4ccccc34)n2)c1
  A = .	B = -6	C = 20%	D = .	E = .	F = 5%
Cc1cc(Cl)ccc1OCC(=O)OC(C)C(=O)N(C)C (stereo not given)
  A = -11%	B = 38	C = -10%	D = 10%	E = 11%	F = 0%
CC(NCCS(=O)(=O)c1ccc(Cl)cc1)c1cccc(Cl)c1 (stereo not given)
  A = -8%	B = ?	C = 6%	D = 11%	E = -1%	F = -6%
CCN(CC)C(=O)Cn1cc(C(=O)C(=O)N2CCN(Cc3ccccc3)CC2)c2ccccc21
  A = -3%	B = 14	C = 8%	D = 17%	E = -1%	F = -22%
COc1ccc(CNC(=O)c2ccc3c(c2)nc2n3CCCCC2)c(OC)c1
  A = .	B = 41	C = 0%	D = .	E = .	F = -4%
O=C(CCC1CCN(C(=O)c2ccco2)CC1)NCc1ccc(F)cc1
  A = 6%	B = 14	C = -12%	D = 9%	E = 8%	F = -2%
CCCCn1c(SCC(=O)c2ccccc2)nc2ccsc2c1=O
  A = -6%	B = ?	C = -11%	D = ?	E = -1%	F = 3%
Cc1ccc(S(=O)(=O)NC(=O)NCc2ccccc2)cc1
  A = 16%	B = -7	C = 0%	D = 10%	E = 9%	F = 5%
CNC(=O)C(=O)NCC(c1ccc2c(c1)OCO2)N1CCOCC1 (stereo not given)
  A = .	B = 20	C = 7%	D = .	E = .	F = 2%
Cc1ccc(C)c(N(C)S(=O)(=O)c2ccc3[nH]cc(C(=O)NCCN4CCOCC4)c(=O)c3c2)c1
  A = 24%	B = 21	C = ?	D = -15%	E = 8%	F = -10%
Cc1c(O)ccc2c(CN3CCN(CCO)CC3)cc(=O)oc12
  A = 0%	B = 18	C = ?	D = 15%	E = 3%	F = 0%

# (next part)
# Key to letters: A = AMA1-RON2 inh; B = HCMV inh; C = AmpC inh detg; D = HCV inh; E = Giardia FBPA inh; F = Sm TGR inh
Cc1cc(N2CCN(C)CC2)nc2ccc(NC(=O)Nc3ccccc3Br)cc12
  A = .	B = -95*	C = 19%	D = .	E = .	F = 7%
S=C(Nc1cccc2ccccc12)NC1CCCCC1
  A = 30%	B = -31	C = ?	D = ?	E = ?	F = 2%
O=C(Nc1ccc2ccccc2c1)[C@@H]1C[C@H]1[C@@H](NP(=O)(c1ccccc1)c1ccccc1)c1ccccc1
  A = -12%	B = -4	C = -6%	D = -11%[8.37 µM]	E = -14%&-9%	F = -8%
COc1ccc(-n2c(CN3CCN(c4ccccc4OC)CC3)nc3ccc([N+](=O)[O-])cc3c2=O)c(OC)c1
  A = 0%	B = 82	C = 2%	D = -28%	E = -23%	F = ?
CC(=O)NN1C(=O)/C(=C/c2ccc(Br)o2)SC1=S
  A = 32µM*	B = 6	C = -14%	D = 0%	E = ?	F = 25µM*
COc1ccc(-c2c(C)nn3c(C(F)(F)F)cc(-c4ccccc4)nc23)cc1OC
  A = .	B = 8	C = 2%	D = .	E = .	F = -9%
O=C(Nc1ccc(S(=O)(=O)N2CCCCC2)cc1)c1ccc(CN2CCOCC2)cc1
  A = 22%	B = .	C = ?	D = 2.8µM*	E = 0%	F = 4%
Cc1ccc(-c2nc(C)sc2CC(=O)Nc2cccc(C)c2C)cc1
  A = 4%	B = -20	C = -9%	D = -23%	E = 0%	F = 2%
CC(=O)c1ccc(N2CCN(C(=O)c3ccc(NC(=O)C4CCCO4)cc3)CC2)cc1 (stereo not given)
  A = -4%	B = 119	C = -4%	D = 8%&1%	E = 1%	F = 1%

# Molecules from the list above that contain a furan ring, fused or not (4):
# Key to letters: A = AMA1-RON2 inh; B = HCMV inh; C = AmpC inh detg; D = HCV inh; E = Giardia FBPA inh; F = Sm TGR inh
CC(=O)c1ccc(OC(=O)c2ccc(Br)o2)cc1
  A = 37%[activator]	B = 50	C = -7%	D = 13%	E = -4%	F = -14%
O=C(Nc1ccc(Br)cc1F)c1ncoc1-c1ccco1
  A = .	B = 10	C = 2%	D = .	E = .	F = -15%
O=C(CCC1CCN(C(=O)c2ccco2)CC1)NCc1ccc(F)cc1
  A = 6%	B = 14	C = -12%	D = 9%	E = 8%	F = -2%
CC(=O)NN1C(=O)/C(=C/c2ccc(Br)o2)SC1=S
  A = 32µM*	B = 6	C = -14%	D = 0%	E = ?	F = 25µM*

# Screening data as filed in PubChem.
